Bioassay records: PubChem, several laboratories
KKLEB tox: cytotoxicity in KKLEB CF airway cells, primary screen, cytotoxicity control for CF NF-kB inhibitor project, cell-based, uHTS, fluorescence assay plates; KKLEB CF airway cells viability, ATPlite luminescence, overnight; active compounds read low; cells stimulated with P. aeruginosa culture filtrate; activity change (cytotoxicity), % at 5 µM; 0.36% of 360,000 active; AID 602141, 2011;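 active = corrected activity change at or below -50% at 5 µM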
Peg3 promoter: Peg3 promoter-driven luciferase inhibitors, primary screen, cell-based, HeLa, luciferase luminescence; HeLa PEG-Prom luciferase reporter, overnight; inhibition, % at 20 µM; AID 588405, 2011; 1.7% of 360,000 active;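 active = inhibition of at least 50% at 20 µM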
HIF-2a block: HIF-2a reporter inhibitors, primary screen, luminescence, 786-0 RCC cells | 0.72% of 360,000 active | AID 624352, 2012 | 786-0 RCC cells HIF-2a reporter, luciferase luminescence, overnight | inhibition, % at 18.8 µM;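 active = inhibition of the luminescence signal of 40% or more relative to plate controls, in a single-dose primary screen at 18.75 µM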
C8 TRAIL sens: viability loss with TRAIL in NB7+C8 cells, primary screen, TRAIL sensitizer project, cell-based, ATPlite luminescence; inhibition (viability loss, TRAIL sensitization), % at 10 µM; 1% of 360,000 active; AID 624354, 2012;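 active = compounds causing at least 50% loss of cell viability in the single-dose screen, relative to plate controls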
LMP1 NFkB inh: EBV LMP1-driven NF-kappaB luciferase reporter inhibitors, primary screen, cell-based, luminescence, single point; inhibition, % at 12.5 µM; 0.69% of 350,000 active; LMP1-induced NF-kappaB luciferase reporter cells; AID 504558, 2011; in the data active = inhibition above about 41%;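 also: 0% = neutral control wells and 100% = reference inhibitor control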
NR2E3 ag-1: NR2E3 agonists in two-hybrid cells, primary screen, cell-based, luminescence, CHO-S, Gal4-NCOR/VP16-NR2E3; luciferase; inhibition of corepressor binding, % at 3.98 µM; 0.35% of 360,000 active; AID 602229, 2012;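 active = inhibition above the mean of all tested compounds plus 3 SD, cut at about 70% in these data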;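 also: 0% = DMSO with NR2E3 transfected cells and 100% = cells lacking NR2E3 construct; higher means lower luciferase signal from less NR2E3 corepressor binding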
Target sequence (Q9Y5X4 whole entry, looked up, the tested form may be a part): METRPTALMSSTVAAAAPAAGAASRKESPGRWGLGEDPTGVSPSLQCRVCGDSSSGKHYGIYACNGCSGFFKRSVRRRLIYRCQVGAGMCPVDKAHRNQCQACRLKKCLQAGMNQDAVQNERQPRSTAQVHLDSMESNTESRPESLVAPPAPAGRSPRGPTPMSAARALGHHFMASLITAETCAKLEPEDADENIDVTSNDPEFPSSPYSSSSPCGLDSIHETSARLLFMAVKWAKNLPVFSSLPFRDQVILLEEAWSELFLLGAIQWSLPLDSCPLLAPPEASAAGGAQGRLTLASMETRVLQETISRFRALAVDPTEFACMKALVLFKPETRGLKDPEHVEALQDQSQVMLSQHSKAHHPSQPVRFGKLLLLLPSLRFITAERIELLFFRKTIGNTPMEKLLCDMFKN
hiPSC survival: enhancers of single-cell hiPSC survival, primary screen, ATPlite luminescence; 100% = ROCK inhibitor wells, 0% = DMSO; survival enhancement, % at 20 µM; 0.044% of 360,000 active; in the data active = survival enhancement above about 18%;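 also: cells exposed to compounds for 16 hours before the ATP read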
Shn3 inh set2: reduction of Shn3 3'UTR firefly luciferase signal, primary screen, Schnurri-3 inhibitor project, cell-based, Clone20 osteoblasts, set 2; AID 588674, 2011; 0.52% of 360,000 active; inhibition, % at 12.5 µM; Clone20 osteoblast Shn3 3'UTR firefly luciferase, 24 h;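 active = mean inhibition of at least 75% with every replicate also reaching 75%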;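 also: 0% = median of neutral control wells and 100% = pilot-screen positive control compound; some compounds past the cut are filed as inactive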
CF NFkB inh: inhibitors of PAF-induced NF-kB signaling, primary screen, cell-based, GFP fluorescence, uHTS; KKLEB NF-kB-GFP reporter, GFP fluorescence overnight; inhibition, % at 5 µM; 0.86% of 360,000 active; AID 588850, 2011;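 active = at least 50% inhibition at 5 µM, scaled per plate between neutral and stimulator controls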;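 also: PAF is a Pseudomonas aeruginosa culture filtrate used as stimulus; plate controls were PAF-stimulated DMSO wells for no effect and unstimulated DMSO wells for full effect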
TRPM1 prom inh: inhibitors of MITF-dependent TRPM1 promoter reporter, primary screen, cell-based, SK-MEL-5, single point, luciferase | inhibition, % at 12.5 µM | SK-MEL-5 TRPM1 promoter luciferase, 24 h | 0.83% of 330,000 active;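 active = mean inhibition across replicates of 60% or more, whatever share of single replicates reaches that level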; also: values of inactives mirror those of a sister screen read the other way
NR2E3 ag-2: inhibitors of NR2E3-RetCOR corepressor binding, primary screen, NR2E3 agonist project, biochemical, TR-FRET, GST-NR2E3, biotin-RetCOR; Photoreceptor-specific nuclear receptor (Homo sapiens), Q9Y5X4; 1536-well; inhibition of corepressor binding, % at 4.78 µM; 0.12% of 320,000 active; AID 2300, 2010;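 active = percent inhibition above the cutoff of mean plus 3 SD of all tested compounds, set per screening campaign, cut at about 20% in these data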;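 also: 0% = DMSO wells and 100% = biotin wells as full block of FRET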
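Material: NR2E3–RetCOR corepressor complex | Quantity: 1.35 nM GST-tagged NR2E3 final | Schedule: 5 h at 4 °C | Replication: Singlicate compound wells | Reagent: RetCOR corepressor, biotinylated, 7 nM | Controls: Biotin wells as high control, 0.6% DMSO wells as low control | Signal: TR-FRET, Eu(K)-anti-GST donor, streptavidin-D2 acceptor, ex 340, em 617/671 nm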
An asterisk follows results filed as active; nt = no result given. Only part of the results is shown; rates above refer to the full screens.

nr | structure | KKLEB tox | Peg3 promoter | HIF-2a block | C8 TRAIL sens | LMP1 NFkB inh | NR2E3 ag-1 | hiPSC survival | Shn3 inh set2 | CF NFkB inh | TRPM1 prom inh | NR2E3 ag-2
1 | C#CCN(C[C@@H]1[C@@H](OC(=O)Nc2cccs2)[C@@H](OC(=O)Nc2cccs2)Cn2c(=O)ccc(=O)n21)S(=O)(=O)c1ccc(C)cc1 | -60* | 96* | 97* | 86* | -38 | 7 | -2.9 | -12 | 81* | nt | nt
2 | O=C1CC/C=C\C[C@@H](CC(=O)N(CCO)Cc2ccccc2)C(=O)N[C@H](Cc2c[nH]c3ccccc23)CO1 | 10 | 10 | 11 | -9 | -10 | -1 | 4.1 | 11 | -19 | 8 | nt
3 | O=[N+]([O-])c1ccccc1S(=O)(=O)N(CC1CO1)c1ccccc1 (configuration not stated) | 8 | 2 | 2 | -1 | 3 | 1 | 0.6 | 13 | -7 | -1 | 0
4 | O=C(NCc1ccco1)c1cccc(Br)c1 | 4 | -5 | 2 | -10 | -12 | -2 | -0.2 | 8 | -15 | 3 | -1
5 | O=C(NCc1cccc(C(F)(F)F)c1)c1csc([C@@H]2O[C@H](CO)[C@H](O)[C@H](O)[C@H]2O)n1 | -2 | -8 | 5 | -6 | nt | 3 | -0.6 | 1 | -3 | nt | nt
6 | Cc1ccc(NC(=O)Nc2cccc([N+](=O)[O-])c2)nc1 | 7 | -85 | -146 | 2 | -15 | 4 | -0.5 | -41 | -7 | -47 | 0
7 | COc1ccc(CNC(=O)CCc2nc3cc(S(=O)(=O)N(C)C)ccc3n2C)cc1OC | -8 | 9 | 7 | -2 | -2 | 12 | 0.0 | -11 | 3 | 6 | 0
8 | O=C(CSc1nnc(-c2ccncc2)n1-c1ccc(Cl)cc1)N1CCOCC1 | 2 | 1 | 8 | 0 | -2 | 3 | -0.5 | -7 | 10 | -5 | 2
9 | CCOc1ccc(NC(=S)NC(=O)c2cnn(CC)c2)c([N+](=O)[O-])c1 | 1 | 24 | -6 | 4 | 4 | -53 | -0.3 | 9 | -9 | 10 | nt
10 | COC(=O)c1c(-c2ccccc2OC)sc2cc3c(cc12)OCO3 | -24 | -55 | -63 | 2 | -11 | -17 | 1.9 | -6 | 9 | 11 | nt
11 | CCN(CCNC(=O)CN(C)S(=O)(=O)c1cccc2nsnc12)c1ccccc1 | 0 | 14 | -4 | 1 | -15 | 12 | -1.8 | 15 | 6 | 6 | 1
12 | O=C(Nc1cccc([N+](=O)[O-])c1)C(=O)N1CCCCC1 | -3 | -160 | -174 | 2 | -4 | -94 | -2.8 | -81 | 12 | -52 | -3
13 | COc1ccc(C(=O)NNC(=S)NC(=O)c2ccc(Br)o2)cc1OC | -1 | 26 | 18 | 4 | -5 | -7 | 2.3 | -6 | -11 | -3 | -3
14 | CCS(=O)(=O)N1N=C(c2ccccc2)CC1c1ccc2nccnc2c1 (configuration not stated) | 8 | -18 | -6 | 1 | -4 | 1 | 3.0 | 24 | -8 | 6 | -1
15 | Cc1ccc(Cn2cnc3c(nnn3Cc3ccc(Cl)cc3)c2=O)cc1 | -6 | 17 | 27 | -2 | -9 | 26 | -2.4 | -15 | 6 | 8 | 2
16 | C#CCOCCOCCOCCNc1nc(N2CCN(C(=O)[C@H]([C@@H](C)CC)n3cc(CCC(=O)O)nn3)CC2)nc(N2CCN(C(=O)[C@H](C)n3cc(CCCN=C(N)N)nn3)CC2)n1 | -5 | -49 | 14 | -5 | -1 | 3 | -2.9 | -13 | -5 | -4 | 0
17 | CC(C)Cn1c(-c2ccccc2)nc(=S)c2c1CCCC2 | -8 | 15 | 17 | 11 | 4 | 11 | -0.4 | 2 | 4 | 2 | 7
18 | CC(O)(c1ccc(F)c(F)c1)c1nc(-c2csc3ccccc23)cs1 (configuration not stated) | -5 | 11 | 6 | 3 | nt | -11 | -3.2 | -7 | -18 | nt | nt
19 | COc1cc(OC)cc(C(=O)NCC(=O)NCc2ccccn2)c1 | 13 | 5 | 3 | -1 | -1 | -31 | 0.8 | -11 | 6 | 12 | nt
20 | O=C(Nc1ccccc1C(=O)N1CCCC1)c1cccc(S(=O)(=O)N2CCCCCC2)c1 | -2 | 21 | 7 | -2 | -1 | -10 | 1.2 | -3 | -1 | -8 | 1
21 | O=C(/C=C/c1ccc(Br)o1)NCCCN1CCOCC1 | 7 | 1 | 9 | -9 | -7 | 6 | -0.7 | 7 | -2 | -2 | 8
22 | CC(CCc1ccccc1)NS(=O)(=O)c1ccccc1 (configuration not stated) | 8 | 7 | 7 | -9 | 1 | -8 | -2.0 | 17 | 2 | -7 | 0
23 | Clc1ccc(NCc2cccnc2)cc1 | -5 | -12 | -35 | -10 | 1 | -12 | 1.3 | 1 | 0 | 13 | 1
24 | CCOC(=O)N(C)C[C@H]1OCc2cnnn2CCCC(=O)N([C@H](C)CO)C[C@H]1C | 1 | -9 | -5 | -7 | 2 | -19 | 2.1 | -16 | 3 | nt | nt
25 | CC(C)N1CC(C(=O)Nc2ccc(Br)c(Cl)c2)CC1=O (configuration not stated) | 6 | 11 | 12 | 28 | -18 | -19 | -1.0 | -47 | -13 | 13 | -1
26 | O=C(Cc1ccccc1)Nc1ccc(SC(F)F)cc1 | 5 | -259 | -175 | 5 | -20 | -79 | 1.3 | -55 | -9 | -39 | -2
27 | CNC[C@@H]1Oc2c(NC(=O)Nc3ccc(F)cc3)cccc2C(=O)N([C@H](C)CO)C[C@@H]1C | -21 | -18 | 4 | 6 | -15 | -38 | -0.4 | 14 | 18 | 3 | nt
28 | O=C(CCS(=O)(=O)c1cccc2nsnc12)NCc1ccccc1 | 2 | -2 | -3 | -1 | -3 | -9 | -1.3 | 12 | 14 | 4 | 0
29 | CC1=C(C(=O)NC(C)CCc2ccccc2)C2(CCC(C)CC2)OC1=O (configuration not stated) | -10 | 15 | 10 | -1 | 6 | -14 | 1.7 | 13 | 6 | -3 | 0
30 | CCOc1ccc(S(=O)(=O)N2CCN(C(=O)c3cc(S(=O)(=O)N4CCOCC4)ccc3C)CC2)cc1 | -3 | 16 | 6 | 1 | -5 | 3 | 1.1 | 13 | 10 | 10 | nt
31 | CC(C)(C)c1ccc(-c2nnc(NC(=O)c3ccccc3)s2)cc1 | -28 | -66 | -81 | 15 | -22 | -34 | 1.0 | -31 | 28 | -53 | -2
32 | CN(CC(=O)Nc1ncn[nH]1)S(=O)(=O)c1ccc(Cl)cc1 | 8 | 11 | 6 | -14 | -6 | -38 | 0.1 | -3 | -7 | 4 | 1
33 | Cc1ccccc1C1CC(c2ccccc2OC(F)F)Nc2ncnn21 (configuration not stated) | -6 | 22 | 22 | 4 | -1 | 8 | 2.6 | -9 | -2 | -5 | 1
34 | COc1ccc(NC(=S)Nc2cc(C(F)(F)F)ccc2F)cc1 | 8 | 7 | -32 | 4 | 5 | -29 | -0.3 | -7 | 4 | -8 | 0
35 | O=C(Cn1cc2c(n1)CCCC2)NCC1CCCO1 (configuration not stated) | 8 | -15 | 4 | -1 | 8 | 13 | -3.0 | -22 | 3 | -3 | -1
36 | O=C(Cn1nnc(-c2ccccc2)n1)NNC(=O)c1ccccc1 | -1 | 4 | 13 | 16 | -5 | -7 | 0.0 | -3 | 12 | 1 | 2
37 | CC1Cc2ccccc2N1C(=O)CN(C)CC(=O)Nc1ccc(F)cc1 (configuration not stated) | 14 | 8 | 7 | 19 | 8 | -29 | -1.8 | 1 | 0 | 7 | 5
38 | CCC1(C)Cc2c(sc3nnn(CC(=O)Nc4cccc5ccccc45)c(=O)c23)CO1 (configuration not stated) | 5 | 56* | 9 | -11 | 10 | 5 | -0.6 | 12 | -16 | 1 | 1
39 | O=C1NC2(NN1c1ccccc1)C1CC3CC(C1)CC2C3 (configuration not stated) | 0 | 21 | 14 | -10 | -8 | 3 | 2.4 | 6 | 2 | -2 | 4
40 | Cc1oc(-c2ccc(Cl)cc2)nc1CN1CCCC(C(=O)NC2CC2)C1 (configuration not stated) | 0 | -39 | -11 | 5 | 14 | 14 | -0.3 | 3 | -2 | 28 | 4

Some of these compounds in order of their number in HIF-2a block, highest first:
entry | Molecule | HIF-2a block
33 | Cc1ccccc1C1CC(c2ccccc2OC(F)F)Nc2ncnn21 (configuration not stated) | 22
37 | CC1Cc2ccccc2N1C(=O)CN(C)CC(=O)Nc1ccc(F)cc1 (configuration not stated) | 7
40 | Cc1oc(-c2ccc(Cl)cc2)nc1CN1CCCC(C(=O)NC2CC2)C1 (configuration not stated) | -11

The results go on:
nr | structure | KKLEB tox | Peg3 promoter | HIF-2a block | C8 TRAIL sens | LMP1 NFkB inh | NR2E3 ag-1 | hiPSC survival | Shn3 inh set2 | CF NFkB inh | TRPM1 prom inh | NR2E3 ag-2
41 | Cn1[nH]c(=O)c(Cl)c(Cl)c1=O | -2 | 7 | 6 | 0 | 2 | -31 | 6.7 | -2 | 12 | 9 | -1
42 | Cc1n[nH]c(C)c1S(=O)(=O)N1CCCC(C(=O)Nc2nccs2)C1 (configuration not stated) | -1 | 15 | 19 | -13 | -5 | 14 | 0.3 | 1 | 9 | -5 | 1
43 | C/C(=N\NC(=O)c1ccccc1)c1cc2cc([N+](=O)[O-])ccc2oc1=O | 8 | -3 | -11 | 3 | 3 | -14 | 1.0 | 5 | 10 | -3 | 4
44 | CCCCCCCC(=O)OCC(COC(=O)CCCCCCC)OC(=O)CCCCCCC | 16 | -1 | 10 | -8 | 8 | 4 | -1.1 | -9 | -10 | 4 | 1
45 | CCOc1cc(/C=N/NC(=O)COc2cccc(C)c2)ccc1OC(=O)c1cccs1 | 13 | -4 | -1 | -4 | -8 | 3 | -0.3 | 21 | -11 | -6 | 1
46 | Oc1ccccc1-c1nnc(COc2ccccc2)o1 | -15 | -260 | -9 | 12 | -5 | -51 | -0.2 | -72 | 6 | -69 | -2
47 | O=C(Nc1ccc(-c2ccc([N+](=O)[O-])cc2)cc1)c1ccccc1F | -2 | -30 | -47 | 6 | -27 | -9 | -1.3 | -21 | -16 | -1 | 0
48 | C=CC[C@@H](CC(=O)NCCO)C(=O)N[C@@H](COC(=O)[C@@H](CC=C)CC(=O)OC(C)(C)C)Cc1c[nH]c2ccccc12 | -8 | 2 | 13 | 14 | -10 | 3 | -1.9 | -6 | 20 | 10 | nt
49 | COc1cccc(NC(=O)CN(C)C(=O)c2cc(S(=O)(=O)N3CCCCCC3)ccc2OC)c1 | 1 | 15 | 10 | 18 | -2 | -27 | -0.9 | 5 | -10 | -3 | 3
